TIM10 inh: growth inhibitors of isogenic TIM10 control yeast, primary screen, counter-screen for tim10-1 yeast inhibitor project, luminescence, uHTS; actives 1.4% (n = 330,000); S. cerevisiae TIM10 strain growth, BacTiter-Glo luminescence, 24 h; inhibition, % at 10 µM; AID 463195, 2010;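 active = inhibition of 40% or more at the single tested concentration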;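 note: wild-type TIM10 isogenic control strain grown at permissive 25 °C; 0% = DMSO yeast wells and 100% = minimal medium wells without yeast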
beta cell repl: inducers of MIN6 beta-cell proliferation, primary screen, ATP luminescence, uHTS. MIN6 cells proliferation, ATPlite luminescence, 48 h; cells starved in 0.2% serum; 100% = growth in 10% serum. proliferation, % at 10 µM. actives 0.29% (n = 330,000). AID 2380, 2010;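 active = compounds whose signal lies at least 3.5 SD above the mean of all wells on their plate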;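 note: 0% = DMSO-treated cells in low-serum medium and 100% = 10% serum control; some compounds called inactive have numbers as strong as hits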
NR3A LBD binder: binders of NR3A ligand-binding domain, primary screen, biophysical, differential scanning fluorimetry, uHTS | NR3A LBD differential scanning fluorimetry, Tm shift; 0% = protein alone, 100% = glycine-bound protein | Tm shift relative to glycine control, % at 25 µM | actives 2.5% (n = 340,000) | AID 1259313, 2017;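 active = melting temperature shift of at least 10% of the positive control shift, at one fixed dose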
APJ agonist: agonists of human apelin receptor APJ, primary screen, CHO-K1 cells, PathHunter beta-arrestin, luminescence | activation, % at 20 µM | P35414 | actives 0.11% (n = 330,000) | 0% DMSO wells, 100% apelin;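 active = activation more than six SD over the plate average, tested at 20 µM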;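 note: 0% = DMSO alone and 100% = apelin-13 at 10 nM; some results filed as inactive read as strong as hits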
Target sequence (P35414 whole entry, looked up): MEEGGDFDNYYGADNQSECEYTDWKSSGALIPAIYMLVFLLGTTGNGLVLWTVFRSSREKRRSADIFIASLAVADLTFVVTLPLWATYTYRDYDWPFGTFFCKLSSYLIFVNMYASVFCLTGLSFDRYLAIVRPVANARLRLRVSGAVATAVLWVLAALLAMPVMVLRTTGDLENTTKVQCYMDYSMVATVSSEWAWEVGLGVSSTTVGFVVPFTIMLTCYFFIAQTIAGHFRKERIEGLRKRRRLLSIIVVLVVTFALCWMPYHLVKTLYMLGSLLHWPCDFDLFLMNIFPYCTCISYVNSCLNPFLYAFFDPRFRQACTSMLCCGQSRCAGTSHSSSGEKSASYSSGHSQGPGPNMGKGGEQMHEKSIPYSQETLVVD
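Test system: CHO-K1 APJ beta-arrestin complementation cell line. Amount: cell density 1000 per well. Controls: DMSO negative, 10 nM Apelin-13 positive. Signal: luminescent beta-gal fragment complementation, chemiluminescent substrate. Read-out basis: agonist-driven arrestin binding to APJ. Timing: compound stimulation 90 min at 25 °C, detection 60 min.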
MPTP inh: mitochondrial permeability transition pore inhibitors, primary screen, biochemical, isolated mouse mitochondria, absorbance; Ca2+ swelling absorbance, 30 min; inhibition, % at 10 µM; AID 602449, 2012; actives 1.4% (n = 360,000);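 active = inhibition of 50% or more, scaled per plate between neutral and stimulator controls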;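 note: 0% = DMSO wells given calcium and 100% = 1 mM EGTA wells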
APJ antagonist: antagonists of human apelin receptor APJ, primary screen, CHO-K1 cells, beta-arrestin complementation, luminescence | actives 0.32% (n = 330,000) | inhibition, % at 20 µM | AID 2521, 2010;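 active = inhibition above about 40% at 20 µM, limit read from the data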;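 note: cells challenged with 10 nM apelin-13 agonist together with compound; plate controls were apelin-13 plus DMSO wells for no effect and DMSO wells lacking apelin-13 for full effect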
tim23-1 inh: growth inhibitors of tim23-1 mutant yeast, primary screen, luminescence, uHTS | S. cerevisiae tim23-1 growth, BacTiter-Glo luminescence, 24 h | inhibition, % at 20 µM | actives 1.3% (n = 330,000) | AID 463212, 2010;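 active = growth inhibition of the mutant yeast at or above 50%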;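 note: temperature-sensitive mutant grown at 25 °C; plate controls were DMSO-treated mutant yeast for no effect and medium wells lacking yeast for full effect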
NALP3 yeast inh: NALP3 inflammasome inhibitors in reconstituted yeast, primary screen, luminescence, uHTS. Yeast reconstituted NLRP3/ASC/caspase-1, beta-gal luminescence, 24 h. actives 0.39% (n = 330,000). inhibition, % at 10 µM;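 active = inhibition of 50% or more; inactive = inhibition below 50%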;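 note: plate controls were induced DMSO wells for no effect and uninduced yeast grown without galactose for full effect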
tim10-1 inh: growth inhibitors of tim10-1 mutant yeast, primary screen, luminescence, uHTS; S. cerevisiae tim10-1 ts strain growth, BacTiter-Glo, 24 h; inhibition, % at 20 µM; actives 2.2% (n = 330,000);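 active = inhibition of at least 40%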;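 note: mutant grown at 25 °C; 0% = DMSO wells with yeast and 100% = wells holding no yeast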
An asterisk follows results filed as active.

#1 OCCN(CC#CC(O)(c1ccccc1)C1CCCCC1)CCO (centres undefined)
#2 Nc1nc2c(s1)CCCCCCCCCC2
#3 Cc1cc(C)c(NC(=O)Nc2ccc3c(c2)OCO3)c(C)c1
#4 CCCCNS(=O)(=O)c1ccc2nc(SCC(=O)c3ccc(C#N)cc3)[nH]c2c1
#5 O=C(CN1CCN(S(=O)(=O)c2ccc(Cl)cc2)CC1)N1CCCC1
#6 Cc1cc(C(C)(C)C)ccc1OCCN(C)C
#7 CCOC(=O)c1ccc(NC(=O)c2nc[nH]c2C(=O)NC)cc1
#8 O=[N+]([O-])c1ccc(C[n+]2cccc3ccc4cccnc4c32)cc1
compound no.	1	2	3	4	5	6	7	8
tim23-1 inh	2	31	2	15	15	0	1	-5
TIM10 inh	1	-5	4	6	-2	-3	20	-15
APJ agonist	-3	0	-4	-2	-6	-5	-2	0
NR3A LBD binder	-2	0	-1	-1	1	-2	0	0
APJ antagonist	-5	12	-8	-15	8	17	14	13
NALP3 yeast inh	3	19	8	1	22	1	7	7
MPTP inh	-0.2	2.6	2.6	-2.2	-0.4	-1.3	1.2	1.0
beta cell repl	-1	-1	-2	-2	1	-2	6	-1
tim10-1 inh	0	0	15	14	-2	3	8	17

#9 Cc1cc(-c2cc(C(=O)NCc3ccccc3)on2)nc(NC2CCCC2)n1
#10 Cn1nc(-c2ccc(C(=O)Nc3cccc(Cl)c3)cc2)c2ccccc2c1=O
#11 COc1ccccc1CCNC(=O)c1cc(-c2ccccn2)nc2ccccc12
#12 CCOc1ccc(NC(=O)Nc2cc(C(C)C)c(O)cc2C)cc1
#13 CCOCCCNS(=O)(=O)c1ccc(NC(=O)N2c3ccccc3Sc3ccccc32)cc1
#14 COc1ccc(NC(=O)COc2ccc(-n3cnnn3)cc2)cc1OC
#15 O=C(NCCc1ccccc1)C(=O)NCC1OCCN1S(=O)(=O)c1ccc(F)cc1 (centres undefined)
#16 COc1ccc2nc(NC(=O)CN(C)S(=O)(=O)c3cccs3)sc2c1
compound no.	9	10	11	12	13	14	15	16
tim23-1 inh	-8	5	38	-5	5	-2	-2	31
TIM10 inh	-12	8	20	8	3	-6	-8	25
APJ agonist	9	-1	-2	1	-3	12	-2	6
NR3A LBD binder	-8	-2	0	-3	-2	11*	1	-23
APJ antagonist	4	-7	7	-13	-15	8	4	14
NALP3 yeast inh	37	12	37	13	10	5	6	12
MPTP inh	0.0	32	-0.6	3.9	0.8	-1.2	-0.7	1.3
beta cell repl	-3	1	2	-2	-3	0	0	-1
tim10-1 inh	23	8	27	-8	12	-11	-6	31

#17 CCN(CC)S(=O)(=O)c1cccc(NC(=O)C(=O)c2c(-c3ccccc3)cc3ccccn23)c1
#18 CCCCOc1ccc(CC2CCC(=O)NC2=O)cc1 (centres undefined)
#19 CCCN=Cc1ccc(O)cc1
#20 Cc1ccc(C(=O)N2CCN(CCNC(=O)C(=O)Nc3ccc(Cl)cc3)CC2)cc1
#21 O=C(O)c1ccc2c(=O)n3c(nc2c1)/C(=C/c1ccccc1OC(F)F)CC3
#22 CC(=O)c1c(C)[nH]c(C(=O)NCc2ccc(F)cc2)c1C
#23 Cc1ccc(S(=O)(=O)N2CCN(C(=O)COC(=O)CSc3cc(C)ccc3C)CC2)c(C)c1
#24 O=C1NC(NS(=O)(=O)c2ccccc2)(C(F)(F)F)C(=O)N1Cc1cccnc1 (centres undefined)
compound no.	17	18	19	20	21	22	23	24
tim23-1 inh	-10	20	4	-3	12	-7	20	10
TIM10 inh	-2	1	6	11	25	15	11	2
APJ agonist	-1	-3	1	1	0	-3	-2	-4
NR3A LBD binder	3	-1	-2	2	8	5	-1	3
APJ antagonist	21	-11	-2	3	-22	4	-52	-7
NALP3 yeast inh	18	37	18	6	19	2	12	15
MPTP inh	8.6	-1.6	-1.0	0.0	-0.8	0.3	-0.3	0.5
beta cell repl	-3	1	-3	4	-5	-3	-3	-4
tim10-1 inh	14	11	14	1	22	6	26	6

Rewritten with two lines to a compound: 8 of the compounds above.
The line under a structure holds: tim23-1 inh	TIM10 inh	APJ agonist	NR3A LBD binder	APJ antagonist	NALP3 yeast inh	MPTP inh	beta cell repl	tim10-1 inh
15	O=C(NCCc1ccccc1)C(=O)NCC1OCCN1S(=O)(=O)c1ccc(F)cc1 (centres undefined)
→ -2	-8	-2	1	4	6	-0.7	0	-6
16	COc1ccc2nc(NC(=O)CN(C)S(=O)(=O)c3cccs3)sc2c1
→ 31	25	6	-23	14	12	1.3	-1	31
17	CCN(CC)S(=O)(=O)c1cccc(NC(=O)C(=O)c2c(-c3ccccc3)cc3ccccn23)c1
→ -10	-2	-1	3	21	18	8.6	-3	14
18	CCCCOc1ccc(CC2CCC(=O)NC2=O)cc1 (centres undefined)
→ 20	1	-3	-1	-11	37	-1.6	1	11
19	CCCN=Cc1ccc(O)cc1
→ 4	6	1	-2	-2	18	-1.0	-3	14
20	Cc1ccc(C(=O)N2CCN(CCNC(=O)C(=O)Nc3ccc(Cl)cc3)CC2)cc1
→ -3	11	1	2	3	6	0.0	4	1
21	O=C(O)c1ccc2c(=O)n3c(nc2c1)/C(=C/c1ccccc1OC(F)F)CC3
→ 12	25	0	8	-22	19	-0.8	-5	22
22	CC(=O)c1c(C)[nH]c(C(=O)NCc2ccc(F)cc2)c1C
→ -7	15	-3	5	4	2	0.3	-3	6

The results go on:
#25 NC(=O)[C@H](Cc1cc2ccccc2s1)NC(=O)[C@@H]1CC2(CC(c3cccc(NC(=O)[C@@H]4CCC(=O)N4)c3)=NO2)CN1C(=O)/C=C/c1c(F)cccc1Cl (some centres undefined)
#26 Cc1ccc(CCN2CC(C(=O)NC(C)C)CC2=O)cc1 (centres undefined)
#27 Cc1cccc(C)c1NC(=S)N1CC(C)OC(C)C1 (centres undefined)
#28 N#Cc1ccc(CN(c2ccncc2)S(=O)(=O)c2ccccc2)cc1
#29 Cc1ccc2c(cnn2C(=O)CCC(=O)NCc2ccccc2Cl)c1
#30 O=C1CC(c2ccco2)CC(O)=C1C=Nc1cc(Cl)ccc1O (centres undefined)
#31 COC(=O)C1=C(C)N(C(C)c2ccccc2)C(=O)/C1=C\c1ccco1 (centres undefined)
#32 O=C(NC1CC1)c1ccc(CS(=O)(=O)c2c(Cl)cccc2Cl)o1
compound no.	25	26	27	28	29	30	31	32
tim23-1 inh	14	-3	5	-2	-4	-6	27	8
TIM10 inh	11	6	-14	1	-8	16	10	2
APJ agonist	-4	0	3	2	-2	4	-4	-2
NR3A LBD binder	-2	-1	-1	-1	0	2	0	1
APJ antagonist	8	7	-3	13	9	-16	21	14
NALP3 yeast inh	8	3	16	8	29	18	22	8
MPTP inh	-1.5	0.0	0.8	0.8	0.1	2.0	2.3	-3.1
beta cell repl	-5	2	0	-1	-3	-3	-4	2
tim10-1 inh	17	-8	-7	-8	-25	24	12	-6

#33 O=C(CSc1nnc(-c2c[nH]c3ccccc23)o1)N(Cc1ccccc1)c1ccc(F)cc1
#34 C=CCN(C(=O)c1csnn1)C(C(=O)NC1CCCC1)c1ccccc1 (centres undefined)
#35 COC(=O)C1=C(C)N(C)C(C)=C(C(=O)OC)C1c1ccc(C(=O)OC)cc1
#36 Cc1ccc(NC(=O)C2CCCN(C3=NS(=O)(=O)c4ccccc43)C2)c(O)c1 (centres undefined)
#37 COc1ccc(NC(=O)COc2coc(CN3CCc4ccccc43)cc2=O)cc1
#38 COc1ccc(CNC(=O)CCS(=O)(=O)Cc2cccc(Cl)c2)c(OC)c1
#39 O=C(NCc1ccc(C(F)(F)F)cc1)C1CC(c2cccc(F)c2)=NO1 (centres undefined)
#40 N#Cc1c(SCc2ccccc2)sc(C(=O)c2ccccc2)c1N
compound no.	33	34	35	36	37	38	39	40
tim23-1 inh	28	12	30	-1	4	17	-9	22
TIM10 inh	27	1	13	6	-9	-4	-12	25
APJ agonist	2	-2	-1	-4	-4	-1	-3	-8
NR3A LBD binder	9	-2	-1	-1	-2	-4	3	-5
APJ antagonist	5	5	6	4	17	-5	-13	8
NALP3 yeast inh	8	8	13	4	8	10	24	10
MPTP inh	20	-1.1	1.4	1.0	0.7	0.6	-1.6	3.2
beta cell repl	-4	-5	-2	-1	-1	1	-2	1
tim10-1 inh	19	10	20	17	2	12	-29	36

#41 Cc1ccc(C)c(SCc2noc(C(=O)NCC3CCCO3)c2C(=O)O)c1 (centres undefined)
#42 COc1ccc(CNC(=O)C(c2ccco2)N(Cc2ccccc2)C(=O)Cc2cccs2)cc1 (centres undefined)
#43 Cc1ccc(NC(=O)COC(=O)[C@H](C)NC(=O)c2ccccc2)cc1S(=O)(=O)N1CCOCC1
#44 Cc1cc(NC(c2ccc(Cl)cc2)c2ccc3cccnc3c2O)no1 (centres undefined)
#45 CCCCOC(=O)C1=C(C)Nc2ncnn2C1c1cccc(OC)c1 (centres undefined)
#46 O=C(Nc1ccc(-n2cnnn2)cc1)C1CCC1
#47 C/C=C(\C)CN1CCc2cc(OC)c(OC)cc2C1
#48 CCOc1ccc2c(c1)-c1c(ssc1=S)C(C)(C)N2C
compound no.	41	42	43	44	45	46	47	48
tim23-1 inh	2	4	1	44	6	18	-7	22
TIM10 inh	-3	6	3	17	13	4	0	27
APJ agonist	-4	5	-2	-2	-2	-1	0	-7
NR3A LBD binder	3	4	-1	-3	-1	2	0	-3
APJ antagonist	-3	-5	6	4	-3	5	16	13
NALP3 yeast inh	5	21	8	10	-6	4	9	15
MPTP inh	-0.8	0.6	1.0	-2.3	1.9	0.6	-0.5	3.6
beta cell repl	-4	-1	-2	-4	0	-4	-2	0
tim10-1 inh	-6	20	14	18	20	16	4	34

#49 N#CCCN(CCC#N)c1nnc(-c2ccccc2)s1
#50 O=C(C[C@H]1C/C=C\CC[C@H](Cc2ccc(F)cc2)C(=O)O[C@H](c2ccccc2)CNC1=O)N[C@H](CO)Cc1ccccc1
#51 COc1ccc(NC(=O)/C(C#N)=C\c2ccc(-c3cc(C(=O)O)ccc3C)o2)cc1
#52 CCOc1cc(CNc2ncc(-c3ccc(OC)cc3)n2C)ccc1O
#53 COc1ccc(C(=O)OCC(=O)NCc2ccc3c(c2)OCO3)cc1[N+](=O)[O-]
#54 Cc1ccc(SCCC(=O)N(C)C)cc1
#55 O=C(c1cc2cc(F)ccc2[nH]1)N1CCN(c2ccc(F)cc2)CC1
#56 Cc1ccnc(NC2(C(F)(F)F)N=C(c3ccccc3)NC2=O)c1 (centres undefined)
compound no.	49	50	51	52	53	54	55	56
tim23-1 inh	18	6	19	0	-6	6	8	-1
TIM10 inh	-17	2	8	0	9	-2	18	1
APJ agonist	-5	-2	-4	-2	-3	-1	-4	-5
NR3A LBD binder	2	-6	1	0	-1	-1	2	1
APJ antagonist	2	-3	24	19	9	-9	23	2
NALP3 yeast inh	-1	17	2	4	-4	-3	3	7
MPTP inh	-4.2	-1.2	0.2	5.0	1.4	0.2	0.2	0.6
beta cell repl	-1	-4	-2	1	3	-3	0	-1
tim10-1 inh	7	12	12	12	5	20	-11	7

Screening results from PubChem BioAssay.
